Compound activity from PubChem BioAssay.
STEP block: STEP (human) phosphatase inhibition. inhibition, % at 20 µM. recombinant STEP, OMFP fluorogenic substrate, fluorescence. hit rate 0.25% among 360,000;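 active means inhibition at 20 µM, scaled per plate between control wells, above about 37%, limit read from the data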;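 further: 0% = DMSO with enzyme and substrate and 100% = substrate only without enzyme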
Target sequence (P54829 whole entry, looked up): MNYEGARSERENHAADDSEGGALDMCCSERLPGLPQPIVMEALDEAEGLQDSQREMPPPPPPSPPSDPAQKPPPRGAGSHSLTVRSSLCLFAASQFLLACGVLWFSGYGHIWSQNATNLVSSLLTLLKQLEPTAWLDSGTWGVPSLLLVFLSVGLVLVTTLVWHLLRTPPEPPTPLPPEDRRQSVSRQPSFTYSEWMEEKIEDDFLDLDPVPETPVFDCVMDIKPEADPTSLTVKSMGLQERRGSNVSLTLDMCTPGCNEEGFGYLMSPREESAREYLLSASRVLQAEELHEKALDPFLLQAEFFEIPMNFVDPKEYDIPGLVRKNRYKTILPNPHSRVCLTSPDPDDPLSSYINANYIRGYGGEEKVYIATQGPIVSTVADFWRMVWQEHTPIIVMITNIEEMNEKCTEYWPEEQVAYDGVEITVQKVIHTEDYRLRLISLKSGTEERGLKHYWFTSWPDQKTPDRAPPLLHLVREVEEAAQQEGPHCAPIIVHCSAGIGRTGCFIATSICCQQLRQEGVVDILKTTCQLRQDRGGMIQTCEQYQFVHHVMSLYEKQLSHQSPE
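Material: STEP (striatal-enriched tyrosine phosphatase) enzyme, cell-free; Compound dosing: 20 µM single dose in 1% DMSO; Technique: fluorescence read at 480 nm ex / 540 nm em; Times: reaction 20 min, ambient temperature; Medium: 50 mM Bis-Tris pH 6.0 with 2.5 mM DTT and 0.005% Tween 20; Also added: OMFP at 25 µM.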
LMPTP block: LMPTP (human) inhibition | AID 651560 | P24666 | inhibition, % at 20 µM | hit rate 0.22% among 360,000 | recombinant LMPTP-A, OMFP fluorogenic substrate, fluorescence intensity;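 active means compounds that cut the enzyme signal by at least half of the control window in the single-dose screen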;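 further: plate controls were DMSO wells with enzyme plus substrate for no effect and substrate without enzyme for full effect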
Target sequence (P24666 whole entry, looked up): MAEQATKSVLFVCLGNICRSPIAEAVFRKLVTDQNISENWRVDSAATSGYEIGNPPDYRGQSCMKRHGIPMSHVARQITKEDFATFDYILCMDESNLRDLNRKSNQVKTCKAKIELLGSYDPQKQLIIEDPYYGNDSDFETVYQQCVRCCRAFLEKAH
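Test system: LMPTP-A phosphatase enzyme; input: 0.625 nM LMPTP-A final; reagent: OMFP substrate, 400 µM final; compound dosing: 20 µM single dose, 3% DMSO; incubation: 50 min dark incubation at room temperature; measured by: endpoint fluorescence intensity from OMFP dephosphorylation; measure: % inhibition relative to no-enzyme and uninhibited control wells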
Tb MetRS inh: blocks T. brucei methionyl-tRNA synthetase activity; purified T. brucei MetRS, ATP depletion, Kinase-Glo luminescence; hit rate 0.4% among 360,000; inhibition, % at 11.9 µM;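 active means inhibition above a per-plate cutoff of the control wells' mean inhibition plus 3 SD, cut at about 5.5% in these data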;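 further: 0% = DMSO wells median and 100% = median of wells with control inhibitor compound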
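technique = Kinase-Glo luminescence, ATP depletion format | system = purified MetRS (methionyl-tRNA synthetase) enzyme from Trypanosoma brucei | timing = 15 min preincubation, 2 h reaction, all 25 °C | evaluation = percent inhibition versus plate control medians | dosing = single dose, 11.9 µM final nominal, 0.9% final DMSO | also added = substrates ATP, L-methionine and bulk Escherichia coli tRNA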
NRP1-CendR mod: alters CendR peptide binding to human NRP-1; FAM-RPARPAR peptide binding to NRP-1, fluorescence polarization; inhibition, % at 25 µM; hit rate 0.85% among 360,000; O14786;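 active means inhibition or corrected inhibition above about 18%, plus a signal ratio from 0.5 to 1.5, limit read from the data, passing the limit was not always enough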; further: strong numbers were not always called active
SUMO1 PPI mod: modulators of human SUMO1-mediated protein-protein interactions; P63165; inhibition, % at 20 µM; hit rate 0.33% among 360,000; SUMO1 binding to a labelled peptide, TR-FRET, 1 h; in the data active means inhibition above about 37%
Target sequence (P63165 whole entry, looked up): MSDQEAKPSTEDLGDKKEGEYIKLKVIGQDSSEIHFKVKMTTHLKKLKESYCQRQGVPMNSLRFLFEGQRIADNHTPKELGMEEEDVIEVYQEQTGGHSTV
DNMT1 block: DNMT1 (human) enzyme inhibition; inhibition (reported as % activation of signal), % at 10 µM; DNMT1 molecular beacon, Hinp1I cleavage, fluorescence; AID 588458; hit rate 0.83% among 360,000; P26358; in the data active means inhibition above about 50%
Neddyl block: inhibitors of human cullin neddylation; P61081+Q13564; TR-FRET cullin neddylation, biochemical; calls only at 25 µM; hit rate 0.58% among 360,000; in the data active means inhibition above about 36%
NadD block: blocks S. aureus nicotinate mononucleotide adenylyltransferase. purified NadD enzyme, colorimetric absorbance read-out. inhibition, % at 20 µM. hit rate 0.78% among 360,000; in the data active means inhibition above about 26%; further: some compounds past the cut are filed as inactive
Scp1 inh: blocks human Scp-1 phosphatase activity; AID 493091; Recombinant Scp1, phosphopeptide, malachite green phosphate absorbance; hit rate 0.88% among 340,000; inhibition, % at 20 µM; Q9GZU7;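 active means inhibition above about 50% at 20 µM, limit read from the data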;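 further: plate controls were DMSO wells with enzyme for no effect and wells lacking enzyme for full effect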
Target sequence (Q9GZU7 76-261 limits assumed): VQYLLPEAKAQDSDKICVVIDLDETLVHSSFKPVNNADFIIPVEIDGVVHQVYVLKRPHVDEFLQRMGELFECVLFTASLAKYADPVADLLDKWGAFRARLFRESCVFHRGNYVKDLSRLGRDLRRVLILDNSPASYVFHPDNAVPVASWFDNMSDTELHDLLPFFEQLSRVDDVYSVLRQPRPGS
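Material – SCP-1 phosphatase catalytic domain, residues 76-261 · Buffer or medium – Acidic Tris acetate buffer with magnesium and detergent · Also added – Phospho 17-mer peptide substrate · Compound – single 20 µM dose, 1% DMSO · Times – 45 min room-temperature reaction, 5 min colour, 30 min stabiliser · Technique – Phosphate-binding colour reagent, absorbance read at 630 nm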
SKN-1 inh: blocks SKN-1 activity in C. elegans | C. elegans VP596 Pgst-4::GFP/RFP ratio, acrylamide-induced, 24 h | inhibition, % at 21.8 µM | hit rate 0.49% among 360,000;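 active means interference check ratio from 0.5 to 1.5 plus GFP to RFP signal ratio inhibition reaching or exceeding a fixed threshold, cut at about 30% in these data, passing the limit was not always enough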; further: some compounds called inactive have numbers as strong as hits
* hit, by the source's call; i = inactive; . = not tested or not shown. The order is random, and some 4.6% of all compounds hit somewhere here.

SMILES | STEP block | LMPTP block | Tb MetRS inh | NRP1-CendR mod | SUMO1 PPI mod | DNMT1 block | Neddyl block | NadD block | Scp1 inh | SKN-1 inh
CC(C)CNC(=S)N(CCO)Cc1cc2cc3c(cc2[nH]c1=O)OCO3 | 0 | 0.2 | -0.1 | -1 | 2 | 1 | i | 1 | -8 | 2
Clc1cc(Cl)cc(Nc2ncnc(-n3cccc3)n2)c1 | 2 | 0.9 | 2.6 | 8 | 0 | 12 | i | -6 | -6 | 15
Cc1ccc(Cc2c(-c3ccc(F)cc3)nc3c(Cl)cc(C(F)(F)F)cn23)cc1 | -2 | -0.5 | -1.0 | -7 | 3 | 11 | i | -2 | . | 10
CCOc1ccc(N(Cc2cc3cc(OC)ccc3[nH]c2=O)C(=O)C2CCCO2)cc1 (centres undefined) | -7 | -0.4 | -0.3 | -15 | -1 | -5 | i | 2 | 1 | -22
Cc1cc(C)c(NC(=O)NC(=O)C(Cl)(Cl)Cl)c(C)c1 | 2 | 0.0 | -0.1 | -1 | 0 | 1 | i | 0 | -5 | -6
COc1ccc(S(=O)(=O)N2CCCCC2)cc1C(C)C | 0 | -0.2 | -0.5 | 7 | 4 | -1 | i | -5 | -2 | 15
O=C(Cn1nnc(-c2ccc(NC(=O)c3ccccc3F)cc2)n1)NCc1ccc(F)cc1 | 65* | 39 | 0.3 | 1 | 6 | 77* | i | 4 | 52* | -11
COc1ccc(CN2C(=O)c3ccccc3C2c2nnnn2-c2ccc3c(c2)OCCO3)cc1 (centres undefined) | . | -1.0 | -2.0 | -2 | -4 | . | i | -7 | . | 10
O=C(CCCOc1ccc(Cl)cc1Cl)NC(Cc1ccccc1)C(=O)O (centres undefined) | -3 | 1.0 | 0.2 | -4 | 6 | 0 | i | -5 | 3 | -2
O=S(=O)(Cc1ccc(Cl)cc1)c1ccccc1-c1nnc(-c2ccc(Cl)cc2)o1 | 5 | 0.8 | -0.7 | -6 | 9 | 3 | i | -6 | -11 | 20
COc1ccc(N2C(=O)CC(N3CCN(S(=O)(=O)c4cc(C)ccc4C)CC3)C2=O)cc1 (centres undefined) | 0 | 1.2 | -0.7 | -1 | 2 | 0 | i | 0 | -4 | 10
CCC(C)[C@H](NC(=O)[C@@H]1Cc2ccccc2CN1)C(=O)NCc1ccc(OC)cc1 (some centres undefined) | 10 | 1.3 | -1.8 | -6 | 2 | -1 | i | -7 | 1 | -8
c1ccc(-c2nc(NCCCN3CCOCC3)c3ccccc3n2)cc1 | -1 | 51* | 0.2 | -2 | 3 | -4 | i | -5 | 0 | -12
CCN(CC)CCn1c2c(c(SCC(=O)Nc3cccc4ccccc34)nc1=O)CCCC2 | 1 | 2.3 | -0.2 | 3 | -12 | -1 | i | 1 | -2 | -3
O=C1C=C(C2CCCCC2)C(=O)c2ccccc21 | 3 | 1.1 | -0.3 | 16 | -28 | 2 | i | -1 | -13 | -5

3 entries from above, sorted by the number in NRP1-CendR mod, lowest first.
SMILES | STEP block | LMPTP block | Tb MetRS inh | NRP1-CendR mod | SUMO1 PPI mod | DNMT1 block | Neddyl block | NadD block | Scp1 inh | SKN-1 inh
O=S(=O)(Cc1ccc(Cl)cc1)c1ccccc1-c1nnc(-c2ccc(Cl)cc2)o1 | 5 | 0.8 | -0.7 | -6 | 9 | 3 | i | -6 | -11 | 20
CC(C)CNC(=S)N(CCO)Cc1cc2cc3c(cc2[nH]c1=O)OCO3 | 0 | 0.2 | -0.1 | -1 | 2 | 1 | i | 1 | -8 | 2
CCN(CC)CCn1c2c(c(SCC(=O)Nc3cccc4ccccc34)nc1=O)CCCC2 | 1 | 2.3 | -0.2 | 3 | -12 | -1 | i | 1 | -2 | -3

Next section:
SMILES | STEP block | LMPTP block | Tb MetRS inh | NRP1-CendR mod | SUMO1 PPI mod | DNMT1 block | Neddyl block | NadD block | Scp1 inh | SKN-1 inh
Cc1ccccc1NC(=O)C(=O)c1cn(C)c2ccccc12 | -2 | 1.3 | -1.4 | 13 | 0 | 7 | i | -5 | -2 | 5
Cc1cc(C(=O)NC(C)c2ccccc2)c2cc(F)ccc2n1 (centres undefined) | -1 | 0.5 | -0.3 | 4 | 5 | 1 | i | -8 | -8 | 11
COc1ccc(N2CCN(C(=O)c3ccc(OCC4CCCO4)cc3)CC2)cc1 (centres undefined) | 1 | 0.6 | 0.4 | 16 | 2 | 3 | i | 2 | -4 | 10
Cc1ccc(NC(=O)CCC(=O)NNC(=O)c2cccs2)cc1C | 0 | 0.1 | -0.6 | -15 | 6 | 1 | i | -2 | -8 | 9
COC(=O)[C@@]1(Cc2ccc(F)cc2)[C@H]2c3cc(C(=O)N4CCCC4)n(CC4CC4)c3C[C@H]2CN1C(=O)c1ccccc1 | . | 0.0 | -0.9 | 8 | 5 | . | i | 0 | . | -8
O=C(Nc1ccc(O)cc1)c1ccc(NC(=O)C2CCCO2)cc1 (centres undefined) | -1 | 1.2 | -0.7 | -3 | -1 | -1 | i | -4 | 7 | 1
O=C(NCc1cccs1)C1CC(=O)N(c2ccc(F)cc2)C1 (centres undefined) | -6 | -1.7 | -0.7 | 1 | -2 | 3 | i | -6 | -9 | -9
CCCc1nc2sc3c(c2c(=O)[nH]1)CCCC3 | 1 | -1.8 | -0.8 | 1 | 0 | -1 | i | -4 | -3 | 18
CC(C)NC(=S)N/N=C/c1ccccc1[N+](=O)[O-] | 2 | -0.1 | -0.7 | -8 | 0 | 0 | i | 0 | -1 | -1
CCN(CC)c1ccc(CNc2nc3ccccc3n2C(C)C)cc1 | -2 | 3.8 | -0.3 | -11 | 2 | -4 | i | -7 | -2 | -2
COc1ccc(NC(=O)CSc2nnc3ccc(-c4ccccn4)nn23)cc1 | -1 | -1.0 | -0.1 | 4 | -24 | 0 | i | 2 | -4 | 0
O=C1CC(=O)N(Cc2ccco2)C(=O)N1 | 95* | 51* | 0.1 | -296 | 25 | 109* | i | 11 | 66* | 8
CCOC(=O)C1C(c2ccc(O)c(OC)c2)NC(=S)NC1(O)C(F)(F)F (centres undefined) | -1 | 0.4 | -0.3 | -9 | -2 | 3 | i | 6 | -3 | 3
CC(C)c1ccc(-c2nnn(CCC#N)n2)cc1 | 0 | -0.6 | -0.5 | 10 | 1 | 39 | i | -10 | -10 | 3
C/C(=N\NS(=O)(=O)c1c(C)cc(C)cc1C)c1ccncc1 | -2 | -0.1 | -0.5 | 15 | -3 | 0 | i | -5 | -2 | -15
O=C(CSc1ccccc1)N[C@@H](Cc1ccccc1)C(=O)O | 1 | -1.6 | -0.4 | 14 | 3 | -29 | i | -3 | -6 | -1
CCN(C(=O)CSc1nc(N)cc(N)n1)C1CCS(=O)(=O)C1 (centres undefined) | 0 | 5.3 | 0.5 | 21 | 5 | -1 | i | -4 | -8 | 8
COc1ccc(Cl)cc1S(=O)(=O)N1CCN(c2ccc(F)cc2)CC1 | 1 | 1.1 | -1.1 | 29* | 2 | -6 | i | -5 | 0 | 1
O=C1OC(C(=O)Nc2nccs2)Cc2ccccc21 (centres undefined) | 0 | 1.5 | -0.2 | -12 | -3 | 4 | i | 6 | 23 | 9
O=C(c1cccnc1)N1CCN(S(=O)(=O)c2ccc(S(=O)(=O)N3CCCC3)cc2)CC1 | 1 | -0.8 | 0.0 | -15 | -4 | 6 | i | -2 | 0 | -10
CSc1ccc(CN2CCC(C)(Oc3cccc(C#N)c3)C2)cc1 (centres undefined) | -1 | 1.0 | -0.3 | -2 | 1 | 5 | i | 4 | . | -10
COC(=O)c1cc(CNC(=O)C2CC(=O)N(c3ccc4c(c3)OCCO4)C2)ccc1OC (centres undefined) | 2 | -0.6 | -0.3 | 1 | 0 | 3 | i | 1 | -6 | 1
CC(=O)Nc1ccc(Oc2cnc3ccccc3n2)cc1 | -3 | -0.4 | -0.4 | 8 | -9 | 2 | i | -6 | -7 | -4
Cc1oncc1C(=O)N1CCCC(CO)(Cc2ccc(F)cc2F)C1 (centres undefined) | 0 | -1.0 | 0.0 | -2 | 10 | -1 | i | -3 | -8 | 4
N#CC1=C(N)Oc2n[nH]c(-c3cccnc3)c2C1c1cc(F)ccc1F (centres undefined) | 9 | -4.1 | 0.8 | -5 | 2 | -4 | i | -3 | -3 | 3
CCOC(=O)C1CCCN(C(=O)CSc2ccc(Br)cc2)C1 (centres undefined) | 1 | 0.1 | 0.5 | -4 | 0 | 1 | i | 6 | -1 | 5
Cc1ccc(S(=O)(=O)N2[C@H](CC(=O)c3cccs3)OC[C@@H]2C(C)C)cc1 | . | -1.4 | -1.2 | -5 | -6 | . | i | . | . | 7
CCOc1ccc(CCNC(=O)CCn2nc(C)c3c(C)n(-c4ccccc4)nc3c2=O)cc1 | -3 | 0.0 | 0.3 | 1 | 2 | -2 | i | 0 | 3 | 15
Cc1ccc(C(=O)Cn2cc([N+](=O)[O-])nc2C)cc1 | 0 | -0.2 | -0.1 | 6 | -13 | 2 | i | 0 | -7 | -3
CCNc1nc(NCC)nc(SCC(C)=O)n1 | -1 | 0.4 | 1.0 | 3 | 0 | 0 | i | -2 | -1 | 2
O=C(Nc1ccc(N2CCN(C(=O)c3ccccc3)CC2)cc1)c1cccs1 | 2 | 0.5 | -0.3 | 5 | 1 | 0 | i | 0 | -3 | 2
Cc1ccc(C(=O)Nc2ccc3c(c2)OCCO3)c(Cl)c1 | 0 | -0.4 | -0.9 | 15 | 5 | -1 | i | 0 | 6 | 3
O=C(COC(=O)c1cc([N+](=O)[O-])ccc1N1CCOCC1)Nc1cccc(F)c1 | 0 | -7.1 | 0.1 | -1 | -26 | -1 | i | -8 | 1 | -7
CC(C)CCNC(=O)C1CCCN(S(=O)(=O)c2ccc(F)cc2)C1 (centres undefined) | 0 | -1.4 | -0.5 | 13 | -1 | 1 | i | 0 | -13 | -1
Cc1cc(S(=O)(=O)Nc2ccc3ccccc3c2)c(C)s1 | -2 | 2.2 | -0.3 | 0 | -1 | -9 | i | -12 | -6 | 8
O=C(C1=C[C@@H](c2coc3ccccc3c2=O)C[C@@H](OCc2ccc(CO)cc2)O1)N1CCN(Cc2ccc3c(c2)OCO3)CC1 | 2 | 2.7 | 2.6 | 4 | 2 | -8 | i | -2 | 0 | 6
COc1ccc(CNCc2cc(Cl)ccc2O)cc1 | 3 | -0.8 | -0.3 | -5 | 2 | 0 | i | -3 | 3 | -13
C=C(C)Cn1c(SCC)nc2ccccc2c1=O | 1 | -1.0 | 0.1 | -2 | 2 | 0 | i | 4 | -8 | 6
COc1ccccc1CNC(=O)C1CC2Cn3c(nc4cc(C)c(C)cc43)C2N1C (centres undefined) | -1 | 1.0 | -0.5 | -14 | 6 | 5 | i | -1 | 14 | 9
COC(=O)c1c(NC(=O)COC(=O)CCc2ccc(S(=O)(=O)N3CCOCC3)cc2)sc2c1CCC2 | -5 | 0.8 | -1.1 | -6 | 3 | 0 | i | 7 | 8 | 2
